ALOX12 inh: blocks human arachidonate 12S-lipoxygenase; Potency, µM (series often up to 108 µM), for the others: top-dose activity change, negative = inhibition, usual class: inhibitors; P18054; purified 12hLO, xylenol orange hydroperoxide absorbance; actives 1.1% (n = 580,000); AID 1671190; active means well fitted inhibition curve with a large enough effect; inconclusive means small, poorly fitted or top-dose-only effect, or another doubt; inactive means no such curve, though single readings can be large or run the other way
Target sequence (P18054 whole entry, looked up): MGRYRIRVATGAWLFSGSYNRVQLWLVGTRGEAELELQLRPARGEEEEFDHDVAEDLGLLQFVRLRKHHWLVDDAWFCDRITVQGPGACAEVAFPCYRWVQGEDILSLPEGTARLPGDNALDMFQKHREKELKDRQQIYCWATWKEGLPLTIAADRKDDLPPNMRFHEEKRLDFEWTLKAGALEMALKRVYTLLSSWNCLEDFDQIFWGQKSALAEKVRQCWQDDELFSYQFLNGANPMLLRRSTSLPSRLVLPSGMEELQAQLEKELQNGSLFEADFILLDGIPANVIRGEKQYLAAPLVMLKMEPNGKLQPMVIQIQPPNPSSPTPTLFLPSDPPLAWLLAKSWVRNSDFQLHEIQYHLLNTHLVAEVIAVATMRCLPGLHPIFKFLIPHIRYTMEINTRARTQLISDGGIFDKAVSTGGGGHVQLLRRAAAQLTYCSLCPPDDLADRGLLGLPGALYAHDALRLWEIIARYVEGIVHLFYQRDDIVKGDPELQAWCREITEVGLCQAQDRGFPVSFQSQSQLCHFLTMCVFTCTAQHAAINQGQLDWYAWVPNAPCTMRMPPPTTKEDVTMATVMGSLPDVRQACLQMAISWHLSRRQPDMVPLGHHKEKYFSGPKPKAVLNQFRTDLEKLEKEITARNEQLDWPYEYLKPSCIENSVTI
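Hydroperoxide product was detected by ferrous iron/xylenol orange as the 573 to 405 nm absorbance ratio. Arachidonic acid at 40 uM (final) was turned over for 30 min at room temperature by 150 nM human 12hLO, pH 7.0 Hepes buffer, after 15 min compound preincubation.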
An asterisk follows results filed as active; ? = inconclusive; & = joins results of further samples; [ ] = another dose, or the depositor's remark. On the % scale 0 is the no-effect control and ±100 the full control effect; potency means the concentration at half of the fitted maximal effect. This is a subset; rates above refer to the full screens.

SMILES	ALOX12 inh
COc1ccc(-c2onc(C)c2C(=O)NCCC(c2ccccc2)c2ccccc2)cc1	?
CCCCNC(=O)c1nc(-c2ccncc2)oc1-c1ccc(OC(F)(F)F)cc1	-14%
CC1(C(=O)NCc2cccc3ccccc23)CCN1C(=O)C1(c2ccccc2)CC1 (stereo not given)	16%
COc1ccc(-n2nc(C3CCN(C(=O)Cc4ccc(F)cc4)CC3)[nH]c2=O)cc1	70%&18%[activator]
CN1CC2(CCN(Cc3ccccc3C#N)CC2)CC(c2ccccc2)C1=O (stereo not given)	10%
O=C(CSc1nccn1Cc1ccccc1Cl)Nc1cccc(F)c1	5%
CCc1ccc(C(=O)Nc2ccc(Cl)cc2)cc1S(=O)(=O)N1CCOCC1	-4%
CSc1ccc(NC(=O)Cc2cc(Cl)c3c(c2)OCCCO3)cc1	4%
COc1cccc(CN2Cc3cc(NC(=O)c4ccc([N+](=O)[O-])cc4)ccc3OCC2=O)c1OC	61%[activator]
CC(C)CNC(=O)CN1CCN(C(=O)c2cc3ccccc3[nH]2)CC1	16%
COc1ccccc1C(C)N(C)C(=O)CCc1ncc(-c2ccc(F)cc2)o1 (stereo not given)	-24%
CCN(CC)Cc1cnc2c(C(=O)NC3CCC(O)CC3)cnn2c1 (stereo not given)	18%
CCS(=O)(=O)Nc1ccc(C(=O)N2CCC3(CCCN(C)C3=O)C2)cc1 (stereo not given)	-5%
O=C(NCc1ccccc1F)C1CC(=O)N(Cc2ccco2)C1 (stereo not given)	13%
CC1CCCCN1S(=O)(=O)c1ccc2c(c1)c(=O)n(CC(=O)N1CCCCCC1)c(=O)n2C (stereo not given)	-8%
O=C(NCc1ccc(F)cc1)c1cc(C2CC2)nc2onc(C3CCCNC3)c12 (stereo not given)	7%[6.33 µM]
CCNC(=O)C1CCCN(C(=O)c2ccc3c(c2)OCO3)CC1 (stereo not given)	-9%
CC(=O)Nc1ccc(CN2CC3(C2)C(=O)N(Cc2cccc(Cl)c2)C(=O)[C@@H]2C[C@@H](O)CN23)cc1	20%
Cc1nc(C(F)(F)F)ccc1C(=O)N1CCC1(C)C(=O)NS(=O)(=O)c1ccc(C(C)(C)C)cc1 (stereo not given)	?
COc1cc(C2C3=C(CCCC3=O)Nc3c(C#N)cnn32)ccc1O (stereo not given)	15%
CCCNC(=O)c1cc(C2CCCN(C(=O)c3cc(F)ccc3C)C2)on1 (stereo not given)	7%
CCCC1CCC(c2ccc(OC(=O)c3cccs3)cc2)CC1 (stereo not given)	-30%
Cc1ccc(Cn2c(C3CCN(C(=O)c4ccccc4F)CC3)n[nH]c2=O)cc1	-29%
O=C(Cc1ccccn1)N1CCc2nc(-c3ccc(Cl)cc3)nc(-c3ccccc3)c2C1	4%
O=C(c1ccc(CNc2nccc(-c3cccnc3)n2)cc1)N1CCCCC1	31%
COc1cc(F)ccc1-c1ccnc2nc(C(C)C)nn12	56%[activator]
CCCCn1c(SCC(=O)NCc2ccc3c(c2)OCO3)nc2cc(C(=O)OC)ccc2c1=O	-3%
Cn1cnc2cc(-c3ccc(N4CCOCC4)cc3)cc(C(=O)NCc3cccnc3)c21	32%[activator][176 µM]
CC1(C(=O)NS(=O)(=O)c2cccc(OC(F)F)c2)CCN1C(=O)C1CCCCC1 (stereo not given)	?
CSc1ccc(NC(=O)c2ccc3c(c2)N(C)C2CCCCN2C3=O)cc1 (stereo not given)	-6%

An excerpt from above in order of molar mass, smallest number first.
SMILES	ALOX12 inh
COc1cc(F)ccc1-c1ccnc2nc(C(C)C)nn12	56%[activator]
CCNC(=O)C1CCCN(C(=O)c2ccc3c(c2)OCO3)CC1 (stereo not given)	-9%
CCCC1CCC(c2ccc(OC(=O)c3cccs3)cc2)CC1 (stereo not given)	-30%
COc1cc(C2C3=C(CCCC3=O)Nc3c(C#N)cnn32)ccc1O (stereo not given)	15%
O=C(c1ccc(CNc2nccc(-c3cccnc3)n2)cc1)N1CCCCC1	31%
CCS(=O)(=O)Nc1ccc(C(=O)N2CCC3(CCCN(C)C3=O)C2)cc1 (stereo not given)	-5%
CSc1ccc(NC(=O)c2ccc3c(c2)N(C)C2CCCCN2C3=O)cc1 (stereo not given)	-6%
Cc1ccc(Cn2c(C3CCN(C(=O)c4ccccc4F)CC3)n[nH]c2=O)cc1	-29%
Cn1cnc2cc(-c3ccc(N4CCOCC4)cc3)cc(C(=O)NCc3cccnc3)c21	32%[activator][176 µM]
CC1(C(=O)NS(=O)(=O)c2cccc(OC(F)F)c2)CCN1C(=O)C1CCCCC1 (stereo not given)	?
O=C(Cc1ccccn1)N1CCc2nc(-c3ccc(Cl)cc3)nc(-c3ccccc3)c2C1	4%
CC1CCCCN1S(=O)(=O)c1ccc2c(c1)c(=O)n(CC(=O)N1CCCCCC1)c(=O)n2C (stereo not given)	-8%
CC(=O)Nc1ccc(CN2CC3(C2)C(=O)N(Cc2cccc(Cl)c2)C(=O)[C@@H]2C[C@@H](O)CN23)cc1	20%
CCCCn1c(SCC(=O)NCc2ccc3c(c2)OCO3)nc2cc(C(=O)OC)ccc2c1=O	-3%
Cc1nc(C(F)(F)F)ccc1C(=O)N1CCC1(C)C(=O)NS(=O)(=O)c1ccc(C(C)(C)C)cc1 (stereo not given)	?

More entries.
SMILES	ALOX12 inh
Cc1ccc(/C=N/NC(=O)c2ccc(-c3ccccc3)cc2)c(C)c1	-3%
O=c1c2nc(-c3ccoc3)ccc2ncn1-c1ccccc1	?
COc1cccc(NC(=O)c2cc3c(=O)n4cccc(C)c4nc3n2Cc2ccccc2)c1	3%
Cc1nnnn1CCC(=O)NCC1CCN(c2cnn(C)c(=O)c2)C1 (stereo not given)	34%[activator]
COc1ccccc1CC(=O)N1CCCc2ncc(C(=O)Nc3cccc(Cl)c3)cc21	?
Cc1ccc(C2=NC3(CCN(C(=O)c4cccc5[nH]ccc45)CC3)ON2)cc1	-13%
COc1cccc(-c2cccc(-c3nc(C(=O)NCCCN4CCOCC4)cc4c3[C@H](CCO)N(S(=O)C(C)(C)C)C4)c2)c1 (stereo not given in full)	-12%
Cc1ccc(NC(=O)Cc2nc(CSc3nncn3-c3ccc(C)cc3C)cs2)cc1	-11%
Cc1ccc(CN2CCC[C@]3(N[C@H](c4ccc(C)cc4)[C@@H]4C(=O)N(Cc5ccccc5)C(=O)[C@@H]43)C2=O)cc1	-20%
Cn1c(=O)c2c(nc(NCc3ccc(S(N)(=O)=O)cc3)n2Cc2ccc(Cl)cc2)n(C)c1=O	-7%
COCCOC(=O)C1=C(C)N=C2SC=C(CC(=O)Nc3cccc(OC)c3)N2C1c1ccccc1 (stereo not given)	-10%
Cc1nn(-c2ccc3nncn3n2)c2c1C(c1ccccc1Cl)CC(=O)N2 (stereo not given)	33%[activator]
CC(C=CC1=C(C)CCCC1(C)C)=CC=CC(C)=CC(=O)O	?
CC(C)(C)c1ccc(-c2cc(C[C@H]3CNCC[C@H]3CC(=O)N3CCC(n4c(=O)[nH]c5ccccc54)CC3)no2)cc1	32µM*
Cn1ccc(NC(=O)C2(C)CCCc3cnc(Nc4ccccc4)nc32)n1 (stereo not given)	-15%[176 µM]
O=C(Nc1ccc(Oc2ccccc2)cc1)c1csc([C@H]2C[C@H](O)[C@@H](CO)O2)n1	2%
N#Cc1ccc(COc2ccc3ccccc3c2CN2CCCCC2)cc1	?
COc1ccc(-c2nc(C)nc3c2CN(C(=O)c2ccccc2F)CC3)cc1	12%[6.33 µM]
O=C(NCc1ccccc1F)c1cc(Br)cn2ccnc12	-12%
N#Cc1nc(-c2ccc(Cl)cc2)oc1N1CCCC1	-8%
O=C(c1csc(Cc2ccccc2)n1)N1CCC2(CCCNC2)C1 (stereo not given)	?
O=C(O)CCC(=O)N1CCN(CCc2ccccc2)CC1	2%
CN1C(=O)Cc2ccccc2C1C(=O)NC1CCCC1 (stereo not given)	-5%
COC1C(=O)N(C2CCN(C(=O)c3ccncc3)CC2)C12CCOCC2 (stereo not given)	11%
CC(=O)N1CCN(C(=O)C2CCCN(c3nc4ncccc4o3)C2)CC1 (stereo not given)	35%[activator][176 µM]
O=C(NC1CC1)[C@@H]1C[C@H](Oc2cccnc2)CN1C(=O)C1CCC1	24%
Cn1cccc1CN1CCC(C2CCN(S(C)(=O)=O)CC2)C1 (stereo not given)	61%[activator]
CC(=O)N1CCC(C(=O)N2CCCN(S(=O)(=O)c3ccccc3)CCC(=O)NCC2)CC1	16%
Cc1cc(Cl)ccc1-c1ccc(CNC2CN(C(=O)OC(C)(C)C)C2)cc1	7%[6.33 µM]
Cc1ccc(CN2CCCCCCNC(=O)CC2)s1	12%
O=C(/C=C/c1ccsc1)c1ccccc1	-60%
Cc1ccsc1CNC(C(N)=O)c1ccccc1 (stereo not given)	-3%
O=C(NCc1ccc2c(c1)OCO2)c1n[nH]nc1Nc1ccc(OCc2ccccc2)cc1	56%[activator]
c1ccc(-c2cc(NC3CCCC3)nc3ccccc23)cc1	?
CC(=O)N1CCc2cc(S(=O)(=O)NCCCC(=O)N3CCC(CCOc4ccccc4)C3)ccc21 (stereo not given)	2%
Cc1ccc(C2C(C#N)=C(N)OC3=C2C(=O)CCC3)cc1 (stereo not given)	-15%
CCc1nnsc1C(=O)NCC(C)(C)c1ccc(Br)cc1	?
CNC(=O)[C@H]1C[C@H](Oc2ccccc2)CN1C(=O)Nc1ccc2c(c1)OCCO2	17%
Cc1nn(-c2ccc(C(C)(C)C)cc2)c(C)c1[C@@H]1C=C[C@@H](NC(=O)c2ccc(N(C)C)cc2)C1	96%[activator]
C=C(C)CCC(C)N1CCC(N2CCC(C(=O)NCc3ccccn3)CC2)CC1 (stereo not given)	63%[activator]
Cc1ccc(C(=O)NC(C(=O)N2CCCC2)C2CCN(C(=O)c3ccc(F)cc3)CC2)cc1 (stereo not given)	21%
Cc1cccc(N2CCN(C(=O)CN3CC4(CCCCC4)CC3=O)CC2)n1	7%
CN(Cc1ccc(F)cc1)C1CCOc2ccccc21 (stereo not given)	40%[activator][176 µM]
C=C(C)CN(CC)Cc1ccc(=O)n(CCOC)c1	24%
C=C(Cl)CN1CCC(C(=O)NCCc2ccccc2F)CC1	?
O=C(Oc1ccc2cc(-c3ccccc3)c(=O)oc2c1)N1CCOCC1	0%
Cc1cccc(CNC(=O)c2c(C)noc2-c2ccc3c(c2)OCO3)c1	20%
COc1ccc(-c2coc3c(C(=O)Nc4cccc(C(C)=O)c4)cccc23)c(C)c1	-14%
O=C(Nc1ccc(F)cc1)c1ccc2cncn2c1	69%[activator][176 µM]
CCOC(=O)C(CC)Oc1ccc2c(=O)c(Oc3ccccc3Br)coc2c1 (stereo not given)	?
Remaining list, next part
SMILES	ALOX12 inh
COc1ccc(F)cc1S(=O)(=O)N[C@@H]1CN(C)C[C@H]1CN(C)C	36%[activator]
COc1cc(NC(=O)CCc2c[nH]c3ccccc23)cc(OC)c1OC	?
Cn1c(=O)n(CC(=O)N2CCCC2)c(=O)c2cc(S(=O)(=O)Nc3cccc(Cl)c3)ccc21	8%
O=C(c1cnccn1)N1CCC2(CC1)CC(N(Cc1ccc(F)cc1)C1CC1)CCO2 (stereo not given)	30%
O=C(OCCOc1cccc(Cl)c1)c1ccccc1C(=O)c1ccccc1	3%
Cc1cc(=O)n(CC(=O)NC(C)C)c(N2CCc3ccccc3C2)n1	7%
CCN1CCCC1CNC(=O)c1cnn(-c2nccc(-c3cc4ccccc4o3)n2)c1C (stereo not given)	30%
CC1(C(=O)O)CCN(C(=O)Cc2ccccc2)CC1	1%[12.5 µM]
CCn1c(C2CCCNC2)nn(Cc2ccc(C(=O)NC)o2)c1=O (stereo not given)	-22%
COc1ccc2c(c1)Cc1sc(NC(=O)c3ccccc3Cl)nc1-2	?
COc1ccc(C(C)NC(=O)c2cc(NC(C)=O)cc3nc(C)ccc23)cc1 (stereo not given)	17%
O=C(c1cc(Cl)ccc1F)N1CCC(n2cc(-c3nc(-c4ccccc4)no3)nn2)C1 (stereo not given)	11%
CCCC(=O)Nc1c(C(=O)OCC)[nH]c2ccc(F)cc12	-2%
CCOC(=O)C1(C)CCN1C(=O)c1ccc(F)c(Cl)c1 (stereo not given)	-5%
COc1ccccc1CNC(=O)c1ccc2cn[nH]c2c1	?
CCCCc1c(-c2ccccc2Br)ncn1CCc1ccccc1OC	?
CCc1ccc2c(CN3C(=O)C(=O)N(CC(C)C)C3=O)cc(=O)oc2c1	-3%
CCC1CN(C(=O)c2cnn(-c3ccccc3F)c2C(F)(F)F)CCO1 (stereo not given)	-36%
CCCc1c(C)nc2ncnn2c1Nc1ccccc1	8%
Cc1cc(C(F)(F)F)n2ncc(C(=O)N3C[C@@H](C)[C@](O)(C4CCC4)C3)c2n1	62%[activator]
CCc1nn2c(=O)cc(CN(CC)C3CCCC3)nc2s1	-2%
O=C(OCc1ccccc1)N1CCOCC12CCN(Cc1cccs1)CC2	47%[activator][176 µM]
CS(=O)(=O)c1ccc(C(=O)N2CCCC(c3nc4ccccc4[nH]3)C2)cc1 (stereo not given)	1%
CNC(=O)[C@@H]1CN(C(=O)c2occc2C)C[C@H]1COC	11%
O=C(c1ccc(Cl)cc1)N1CC2(CCCN(Cc3ccccn3)C2)Cc2ccccc21 (stereo not given)	?
COC(=O)C1CN(Cc2ccccc2)CCS(=O)(=O)N1Cc1ccc(C(F)(F)F)cc1 (stereo not given)	16%
Cc1ccsc1/C=N/N=C1c2ccccc2-c2ccccc21	?
COc1ccccc1CNC(=O)CSc1nc2ccccc2nc1N1CCCC1	9%
COc1ccc(C(=O)Oc2ccc(C(=O)c3ccc(OC)cc3)cc2)cc1	7%
Cc1ccc(S(=O)(=O)N(CC(=O)N2CCN(C(=O)c3ccco3)CC2)Cc2ccco2)cc1C	?
Cc1cccc(C(=O)N2CCC(Oc3ncccc3C(N)=O)C2)c1 (stereo not given)	-11%

Screens deposited in PubChem by National Center for Advancing Translational Sciences (NCATS).
